Source: PubChem BioAssay
CHRM1 agonist: human M1 muscarinic receptor agonism | CHO-K1 hM1, Fluo-8 calcium fluorescence, agonist mode; 0% DMSO, 100% acetylcholine EC100 | 0.33% of 360,000 active | AID 588814 | activation, % at 3 µM;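 active = activation above the run's mean compound activation plus 3 SD, cut at about 16% in these data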;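 also: peak over basal fluorescence ratio within a 140 s kinetic read after compound addition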
Target sequence (P11229 whole entry, looked up): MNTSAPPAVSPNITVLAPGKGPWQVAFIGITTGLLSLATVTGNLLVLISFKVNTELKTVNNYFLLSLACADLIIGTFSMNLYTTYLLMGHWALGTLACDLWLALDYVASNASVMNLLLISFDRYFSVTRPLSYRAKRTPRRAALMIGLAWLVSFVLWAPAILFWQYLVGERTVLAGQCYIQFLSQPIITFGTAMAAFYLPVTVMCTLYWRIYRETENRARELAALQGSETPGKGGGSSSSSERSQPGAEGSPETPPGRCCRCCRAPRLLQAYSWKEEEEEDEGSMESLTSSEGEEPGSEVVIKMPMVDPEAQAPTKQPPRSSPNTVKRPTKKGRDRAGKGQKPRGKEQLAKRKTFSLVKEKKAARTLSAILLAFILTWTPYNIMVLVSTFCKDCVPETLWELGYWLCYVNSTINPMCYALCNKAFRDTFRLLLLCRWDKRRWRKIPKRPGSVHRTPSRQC
CHO parental Ca: counter-screen: ATP calcium response change in parental CHO cells. parental CHO-K1, ATP-induced calcium, Fluo-8 fluorescence. inhibition, % at 5.6 µM. 0.63% of 330,000 active;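 active = inhibition above that plate's mean sample inhibition plus 3 SD, cut at about 26% in these data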;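 also: 0% = ATP-challenged DMSO wells and 100% = DMSO wells without ATP; some compounds past the cut are filed as inactive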
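Test system: untransfected parental CHO cell line; also added: ATP stimulus; dosing: 5.6 µM, single dose; signal: calcium-sensitive Fluo-8 fluorescence; measure: percent inhibition of ATP-evoked calcium rise, normalized to controls; benchmarks: low control ATP plus DMSO, high control DMSO only; replication: one well per compound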
CHO-K1 Ca ag: nonselective activator or artifact in parental CHO-K1 cells | Fluo-8 calcium fluorescence; scaled to maximal ATP response, vehicle zero | activation, % at 3 µM | 0.48% of 360,000 active; in the data active = activation above about 15%;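 also: untransfected CHO-K1 host cells lacking M1 receptor as counterscreen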
CHRM1 PAM: positive allosteric modulators of human M1 muscarinic receptor; AID 588819; CHO-K1 hM1, Fluo-8 calcium fluorescence, ACh EC20; 0% = ACh EC20, 100% = maximal ACh; 0.088% of 360,000 active; P11229; activation, % at 3 µM; in the data active = activation above about 19%, passing the limit was not always enough
M4 ag: CHRM4 agonism in calcium assay; AID 624127; 0.14% of 360,000 active; activation, % at 3 µM; P08173; CHO-K1 hM4/Gqi5, Fluo-8 calcium fluorescence; vehicle 0%, full acetylcholine response 100%;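 active = activation above the run mean over all test wells plus 3 SD, cut at about 32% in these data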;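 also: peak over basal fluorescence ratio per well then scaled between controls; 0% = DMSO wells and 100% = acetylcholine at EC100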
CHO-K1 Ca antag: M1 antagonist counterscreen hit in parental CHO-K1 cells; inhibition, % at 3 µM; 0.6% of 360,000 active; ATP-induced calcium, Fluo-8 fluorescence;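 active = inhibition above a per-plate cutoff, the plate's mean sample inhibition plus 3 SD, cut at about 24% in these data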;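 also: 0% = DMSO plus EC80 ATP and 100% = DMSO alone without ATP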
OXTR potentiate: potentiators of human oxytocin receptor. activation, % at 3 µM. CHO-OTR cells, Fluo-8 calcium fluorescence, potentiator mode; 0% = oxytocin EC15, 100% = EC100. AID 2445. 0.061% of 320,000 active. P30559;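 active = activation above that plate's cutoff, the mean activation of tested compounds plus 3 SD, cut at about 6.6% in these data, passing the limit was not always enough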;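 also: 100% uses oxytocin at 75 nM as the full agonist control; some results filed as inactive read as strong as hits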
Target sequence (P30559 whole entry, looked up): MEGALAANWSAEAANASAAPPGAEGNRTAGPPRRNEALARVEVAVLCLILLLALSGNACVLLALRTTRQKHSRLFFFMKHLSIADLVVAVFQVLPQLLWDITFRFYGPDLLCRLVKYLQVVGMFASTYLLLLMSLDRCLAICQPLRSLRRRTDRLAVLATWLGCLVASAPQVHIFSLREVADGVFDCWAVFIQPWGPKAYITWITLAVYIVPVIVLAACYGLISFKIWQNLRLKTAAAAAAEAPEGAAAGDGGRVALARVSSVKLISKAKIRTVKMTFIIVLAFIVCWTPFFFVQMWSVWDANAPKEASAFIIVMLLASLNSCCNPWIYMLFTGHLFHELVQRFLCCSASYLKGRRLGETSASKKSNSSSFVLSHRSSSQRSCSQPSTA
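Material: CHO-OTR cells, human receptor; compound dosing: single dose, 3.0 µM nominal final compound concentration; schedule: 6 min compound pre-incubation at room temperature, 100 s kinetic read; measured by: kinetic Fluo-8 calcium fluorescence; read-out basis: % activation vs EC15 and EC100 oxytocin; controls: EC15 oxytocin alone as 0%, 75 nM oxytocin as 100%; replicates: singlicate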
M4 antag: antagonists of human muscarinic M4 receptor (CHRM4); P08173; CHO-hM4 cells, ACh EC80, Fluo-8 calcium fluorescence; inhibition, % at 3 µM; 0.73% of 360,000 active; AID 624125;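 active = inhibition above its plate's cutoff, the mean inhibition of sample wells plus 3 SD, cut at about 27% in these data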;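 also: 0% = acetylcholine EC80 with DMSO and 100% = DMSO without agonist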
CHRM1 antagonist: blocks human M1 muscarinic receptor. P11229. CHO-K1 hM1, Fluo-8 calcium fluorescence, ACh EC80 antagonist. inhibition, % at 3 µM. 1.3% of 360,000 active;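 active = percent inhibition above its own plate's cutoff, namely the mean of that plate's compound wells plus 3 SD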;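 also: peak over basal fluorescence ratio during 140 s after agonist addition; 0% = ACh EC80 plus DMSO and 100% = DMSO alone without agonist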
* hit, by the source's call; nt = no result given. An unsorted share of the library; overall some 2.9% were active at least once.

1. COc1ccc(-n2c(=O)/c(=C\c3cccs3)s/c2=C(/C#N)C(=O)N2CCN(C)CC2)cc1
2. O=C(CCOc1ccccc1)Nc1ccc(S(=O)(=O)N2CCCC2)cc1
3. O=C(Nn1cnnc1)c1cc(Cl)ccc1Cl
4. COc1ccc(NC(=O)CN(C)C(=O)CCC(=O)c2ccc(C)cc2)cc1
5. CN(C(=O)COC(=O)c1ccccc1C(=O)N(C)c1ccccc1)c1ccccc1
6. O=C(NCCSc1ccccc1)c1ccccc1
7. CCOC(=O)C1=NOC2(C1)C(=O)Nc1c(Cl)cccc12 (stereo not drawn)
8. COC(=O)COc1ccc2cccc(-n3cnnn3)c2c1
assay / entry	1	2	3	4	5	6	7	8
CHO parental Ca	-15	-3	1	-16	-16	-11	nt	-4
CHRM1 agonist	-4	-3	-1	0	0	-4	nt	-1
CHRM1 PAM	1	6	3	13	5	11	nt	4
CHO-K1 Ca ag	0.2	3.6	0.3	-0.2	1.1	0.3	0.0	0.5
M4 antag	1	-1	0	-7	-18	-4	-1	-5
CHO-K1 Ca antag	7	-13	-15	3	0	-8	-10	8
OXTR potentiate	0	-9	0	-11	0	-3	nt	-1
CHRM1 antagonist	13	-22	-9	-21	-4	-25	nt	-6
M4 ag	1	5	1	0	3	1	0	0

9. COc1ccc(C(=O)NC2CCCc3ccccc32)cc1Br (stereo not drawn)
10. COC(=O)c1cc(NC(=O)c2cccnc2)ccc1N1CCOCC1
11. Cc1ccc(-c2nnc(CCC(=O)N(C)Cc3nccs3)o2)s1
12. COc1ccc(Cl)cc1C(=O)n1cnc2ccccc21
13. CCN(CC(=O)Nc1ccccc1C(F)(F)F)C(=O)CN1C(=O)NC(C)(c2ccccc2)C1=O (stereo not drawn)
14. COc1ccc(CN2CCNC(=O)C2CC(=O)O)c(OC)c1 (stereo not drawn)
15. Cc1ccc2sc(NNC(=O)C3=COCCO3)nc2c1C
16. COC(=O)[C@@]1(Cc2ccc(OC)cc2)[C@H]2c3cc(C(=O)N4CCCC4)n(Cc4cc(C)n(C)n4)c3C[C@H]2CN1C(=O)c1ccccc1
assay / entry	9	10	11	12	13	14	15	16
CHO parental Ca	-14	1	-14	0	-4	6	10	nt
CHRM1 agonist	-8	-2	-7	-1	-2	6	-10	nt
CHRM1 PAM	6	7	13	11	8	14	15	nt
CHO-K1 Ca ag	0.1	0.9	3.9	-0.2	0.7	0.4	0.1	3.8
M4 antag	0	-7	5	6	-3	-17	-2	2
CHO-K1 Ca antag	-14	-14	-12	4	-15	-3	-17	-23
OXTR potentiate	-1	-13	-18	-3	-8	-4	-8	nt
CHRM1 antagonist	-7	-12	-6	-19	-15	-5	-2	nt
M4 ag	3	1	2	1	0	0	1	6

17. Cc1cc(=O)[nH]c(SCc2nnc(-c3ccccc3)o2)n1
18. Cc1cc(NC(=O)C(C)SCC(=O)N(C)Cc2ccccc2F)no1 (stereo not drawn)
19. COc1ccc(-c2noc(CN(C(=O)c3cccs3)C(C)C)n2)cc1
20. N/C(=N\S(=O)(=O)c1cc(C(F)(F)F)cc(C(F)(F)F)c1)c1ccc(Cl)cc1
21. N#CSC(c1ccccc1)c1nc2ccccc2[nH]c1=O (stereo not drawn)
22. CN(c1ccccc1)S(=O)(=O)c1ccc(Cl)c(C(=O)OCC(=O)NC2CCS(=O)(=O)C2)c1 (stereo not drawn)
23. O=C(O)c1cncc(C#Cc2ccccc2)c1
24. O=C(NC1CCCN(CCc2ccccc2)C1)c1c[nH]c2ccccc12 (stereo not drawn)
assay / entry	17	18	19	20	21	22	23	24
CHO parental Ca	1	-8	-16	4	-19	-7	2	-17
CHRM1 agonist	-3	-6	-11	-3	-1	-12	-2	-5
CHRM1 PAM	6	12	0	-4	4	6	6	12
CHO-K1 Ca ag	0.5	0.7	0.4	0.7	1.4	1.1	0.2	1.5
M4 antag	8	-4	-6	-4	-6	0	3	4
CHO-K1 Ca antag	-3	-13	-12	-1	-19	-5	-5	-9
OXTR potentiate	-3	1	-5	-10	-10	1	-10	-7
CHRM1 antagonist	-9	-10	-4	20	-5	-6	-7	-17
M4 ag	0	2	3	2	2	2	0	2

Grouped by structure, the compounds so far containing a CF3 group (2)
13. CCN(CC(=O)Nc1ccccc1C(F)(F)F)C(=O)CN1C(=O)NC(C)(c2ccccc2)C1=O (stereo not drawn)
20. N/C(=N\S(=O)(=O)c1cc(C(F)(F)F)cc(C(F)(F)F)c1)c1ccc(Cl)cc1
assay / entry	13	20
CHO parental Ca	-4	4
CHRM1 agonist	-2	-3
CHRM1 PAM	8	-4
CHO-K1 Ca ag	0.7	0.7
M4 antag	-3	-4
CHO-K1 Ca antag	-15	-1
OXTR potentiate	-8	-10
CHRM1 antagonist	-15	20
M4 ag	0	2

Next part:
25. Cc1ccc(-c2cc(C(=O)N3CCC(C)CC3)c3ccccc3n2)cc1
26. COC(=O)c1c(NC(=O)C(=O)N2CCOCC2)sc2c1CCCC2
27. N#Cc1c(N)[nH]c(C(=O)c2ccccc2)c1-c1ccc(Cl)cc1
28. Cc1ccc(C)c2[nH]c(=O)c(CCNC(=O)c3ccc(S(=O)(=O)N4CCCC4)cc3)cc12
29. CCOC(=O)c1c(NC(=O)CN2C(=O)NC3(CCCCC3)C2=O)sc(C)c1-c1ccc(C)cc1
30. Cc1ccc(S(=O)(=O)N(C)c2cc(S(=O)(=O)N3CCC(C)CC3)c(C)cc2C)cc1
31. Cc1ccc(C(=O)N(NC2=NS(=O)(=O)c3ccccc32)S(=O)(=O)c2ccc(C)cc2)cc1
32. O=C(CCNC(=O)N1CC(=O)Nc2ccccc21)Nc1cccc(Cl)c1
assay / entry	25	26	27	28	29	30	31	32
CHO parental Ca	nt	-16	nt	-29	-30	3	-17	-9
CHRM1 agonist	-2	-2	nt	13	-2	-4	-1	-2
CHRM1 PAM	-4	1	nt	4	17	-4	8	6
CHO-K1 Ca ag	0.2	1.2	1.9	1.5	-0.6	0.6	0.5	1.6
M4 antag	2	-7	-17	-3	-5	22	-1	-1
CHO-K1 Ca antag	1	-14	-12	-15	-8	-3	-6	-7
OXTR potentiate	nt	-10	nt	-15	-10	-14	-6	1
CHRM1 antagonist	9	-3	nt	-4	-4	3	-8	0
M4 ag	5	2	6	3	0	1	1	3

Overlap with the part before: 2 compounds; new compounds follow.
31. Cc1ccc(C(=O)N(NC2=NS(=O)(=O)c3ccccc32)S(=O)(=O)c2ccc(C)cc2)cc1
32. O=C(CCNC(=O)N1CC(=O)Nc2ccccc21)Nc1cccc(Cl)c1
33. CCC(C)Sc1ccc(-c2nc3ccc(C)cn3c2NCc2ccccc2)cc1OC (stereo not drawn)
34. CCOC(=O)c1c(-c2ccccc2)oc2ccc(OCC(=O)NNC(=O)CCCC(=O)O)cc12
35. CN(C)c1ccnc(Oc2ccccc2)c1C#N
36. Cc1ccc(C(=O)NCCNS(=O)(=O)c2ccccc2)cn1
37. COC(=O)c1[nH]c(=O)c2ccccc2c1O
38. Cc1ccccc1NC(=O)CN1C(=O)S/C(=C\c2cccn2-c2cccc(C(=O)O)c2)C1=O
39. CCNC(=O)NC(=O)C(C)N1C(=O)NC(c2ccccc2)(c2ccccc2)C1=O (stereo not drawn)
40. CC(C)c1cccc(C(C)C)c1OCCCCCN1CCOCC1
assay / entry	31	32	33	34	35	36	37	38	39	40
CHO parental Ca	-17	-9	35	nt	nt	1	-7	-10	-26	-22
CHRM1 agonist	-1	-2	0	-4	-7	-2	1	-3	1	-9
CHRM1 PAM	8	6	15	9	-2	-6	12	3	7	-15
CHO-K1 Ca ag	0.5	1.6	2.0	1.8	0.7	0.1	0.2	0.3	1.6	0.4
M4 antag	-1	-1	44*	0	-4	-8	-3	-5	-6	4
CHO-K1 Ca antag	-6	-7	0	-12	-14	-6	-9	-11	-10	-5
OXTR potentiate	-6	1	-13	nt	nt	-6	-6	-10	-3	0
CHRM1 antagonist	-8	0	3	-19	-23	9	-61	3	-6	21
M4 ag	1	3	10	1	2	2	0	1	1	-1

41. CC(=O)Nc1ccc(S(=O)(=O)N(C)CC(=O)OCC(=O)Nc2cccnc2Cl)cc1
42. O=C(Nc1ccc(OC(F)(F)F)cc1)c1cc(S(=O)(=O)N2CCCCC2)ccc1N1CCOCC1
43. Cc1ccc(Nc2nc(NCC3CCCO3)nc(N)c2[N+](=O)[O-])cc1C (stereo not drawn)
44. O=C(N/C(=C/c1ccc(Cl)cc1)C(=O)N1CCCCC1)c1ccco1
45. Cn1cnnc1SCC(=O)Nc1ccc2nc(SCc3ccccc3)sc2c1
46. CN1CCN(c2ccc(Cl)cc2NC(=O)c2ccc([N+](=O)[O-])cc2)CC1
47. Cc1noc(NC(=O)c2cccc(C(F)(F)F)c2)c1Cl
48. Cc1nc(=O)c(-c2ccccc2)c(C)n1-c1ccc(S(N)(=O)=O)cc1
assay / entry	41	42	43	44	45	46	47	48
CHO parental Ca	7	nt	-7	-13	-34	-5	-1	5
CHRM1 agonist	2	-6	-6	-1	5	-5	-1	0
CHRM1 PAM	12	0	-1	9	3	-3	6	4
CHO-K1 Ca ag	0.0	0.7	1.4	0.9	2.0	0.6	1.0	0.0
M4 antag	27*	-1	-1	-7	1	8	-15	3
CHO-K1 Ca antag	-3	16	8	-7	-6	-3	-20	11
OXTR potentiate	0	nt	2	-1	-14	-5	-11	3
CHRM1 antagonist	-12	-4	-3	-21	-16	-17	-11	5
M4 ag	1	-1	1	3	7	2	5	1

Values in list order from the list:
M4 antag, nos. 42–46, in order: -1, -1, -7, 1, 8
CHO-K1 Ca ag, nos. 42–46, in order: 0.7, 1.4, 0.9, 2.0, 0.6
CHRM1 antagonist, nos. 42–46, in order: -4, -3, -21, -16, -17

The listing continues.
49. C[C@@H]1COc2cc(N3CCC[C@@H]3CO)ccc2S(=O)(=O)N1
50. CCCCc1ccc(NC(=S)N2CCCC2)cc1
51. O=C(Nc1cccc2ncccc12)c1ccccc1[N+](=O)[O-]
52. O=C(NC1C2CC3CC(C2)CC1C3)c1ccc(Br)o1 (stereo not drawn)
53. CN(C)CCNC(=O)c1onc(CSc2ccncc2)c1C(=O)NCCN(C)C
54. CCC1(c2ccc(F)cc2)NC(=O)N(CC(=O)Nc2cccnc2Cl)C1=O (stereo not drawn)
55. O=C(O)c1c(C(=O)O)c(-c2ccc(Cl)c(Cl)c2)n2c1CSC2
assay / entry	49	50	51	52	53	54	55
CHO parental Ca	nt	nt	-7	-25	8	-9	-2
CHRM1 agonist	nt	-6	-3	-1	-4	17*	-5
CHRM1 PAM	nt	6	3	8	9	6	-1
CHO-K1 Ca ag	0.6	0.4	0.6	7.5	0.8	8.9	0.0
M4 antag	-9	0	-10	5	9	-5	-1
CHO-K1 Ca antag	-12	-3	-6	-19	1	-3	0
OXTR potentiate	nt	nt	2	-3	1	-18	1
CHRM1 antagonist	nt	-16	-18	-10	-2	-5	5
M4 ag	0	0	1	-1	3	6	0

CHRM1 agonist, what is marked active above
| # | mol | CHRM1 agonist | CHRM1 PAM | M4 antag | OXTR potentiate | CHRM1 antagonist | M4 ag |
| --- | --- | --- | --- | --- | --- | --- | --- |
| 54 | CCC1(c2ccc(F)cc2)NC(=O)N(CC(=O)Nc2cccnc2Cl)C1=O (stereo not drawn) | 17* | 6 | -5 | -18 | -5 | 6 |
